# High-throughput results (PubChem BioAssay)
# esBAF inh = Bmi1 luciferase reporter increase in mESCs, primary screen, esBAF inhibitor project, mouse ES cells, Bmi1 luciferase knock-in, single point | 24 h; 100% = twice the neutral-well signal | reporter increase, % at 12.5 µM | 350,000 compounds, 2% hits | AID 602393, 2012; in the data active = activation above about 40%;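 also: 0% = median of the plate's neutral control wells and 100% = double that signal; a rise in the Bmi1 reporter signal indicates esBAF inhibition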
# RAD54 inh = inhibitors of human RAD54 branch migration, primary screen, biochemical, fluorescence, single point | RAD54 Holliday junction branch migration, FAM/BHQ fluorescence | inhibition, % at 10.4 µM | 360,000 compounds, 0.14% hits;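 active = mean normalized replicate activity at least 40 and at least half of replicates scoring 40 or more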;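 also: 0% = median of neutral control wells and 100% = median of positive control wells; inhibitors cause a drop in the FAM fluorescence signal; in these data hits start at about 50%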
# Target sequence (Q92698 whole entry, looked up): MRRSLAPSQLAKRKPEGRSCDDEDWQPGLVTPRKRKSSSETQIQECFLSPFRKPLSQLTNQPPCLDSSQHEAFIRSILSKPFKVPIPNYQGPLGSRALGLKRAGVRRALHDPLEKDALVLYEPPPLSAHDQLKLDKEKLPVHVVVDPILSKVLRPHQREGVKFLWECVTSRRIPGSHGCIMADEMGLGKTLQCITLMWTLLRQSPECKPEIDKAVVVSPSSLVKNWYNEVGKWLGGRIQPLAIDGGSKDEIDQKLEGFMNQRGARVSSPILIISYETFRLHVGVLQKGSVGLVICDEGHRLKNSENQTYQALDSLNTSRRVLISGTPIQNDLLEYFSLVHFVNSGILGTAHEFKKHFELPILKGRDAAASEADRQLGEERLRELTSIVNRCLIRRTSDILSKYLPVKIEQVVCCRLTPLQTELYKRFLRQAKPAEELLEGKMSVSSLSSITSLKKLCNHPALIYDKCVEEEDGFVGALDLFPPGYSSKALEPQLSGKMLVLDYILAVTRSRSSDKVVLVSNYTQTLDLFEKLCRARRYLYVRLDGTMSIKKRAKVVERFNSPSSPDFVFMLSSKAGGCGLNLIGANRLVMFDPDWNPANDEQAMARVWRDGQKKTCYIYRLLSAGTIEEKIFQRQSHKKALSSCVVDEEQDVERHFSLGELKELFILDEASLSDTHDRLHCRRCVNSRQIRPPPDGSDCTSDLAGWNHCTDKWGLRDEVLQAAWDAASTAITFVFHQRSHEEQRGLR
# ARNT TACC3 PPI = disruptors of ARNT/TACC3 protein interaction, primary screen, biochemical, AlphaScreen, single concentration | inhibition, % at 9.99 µM | AlphaScreen His-ARNT PAS-B/GST-TACC3 binding, luminescence; TACC3 fragment carries E629A point mutation | 390,000 compounds, 0.66% hits | Transforming acidic coiled-coil-containing protein 3 (Homo sapiens), Q9Y6A5;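 active = mean inhibition of replicates at least 50% and at least half of replicates each reaching 50%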;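 also: 0% = complete ARNT plus TACC3 wells and 100% = ARNT alone without TACC3; many hits fall short of the cut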
# * hit, by the source's call. These rows are one share of the data (hit frequency here may not be typical).
SMILES,esBAF inh,RAD54 inh,ARNT TACC3 PPI
CCOC(=O)N1CCN(S(=O)(=O)c2ccc3[nH]cc(C(=O)O)c(=O)c3c2)CC1,-1,4,2
O=C(COC(=O)Cc1ccc(S(=O)(=O)N2CCOCC2)s1)NCc1ccc(Cl)cc1,-11,3,32
CCCS(=O)(=O)N1CCCC(C(=O)NCCCN2CCN(c3cccc(Cl)c3)CC2)C1 (stereo unspecified),-3,-2,32
Clc1ccc(OCc2nn3c(-c4ccccc4)nnc3s2)c(Cl)c1,-6,-6,4
COc1ccc(C(=O)NCC(=O)OC2CCCCC2=O)cc1 (stereo unspecified),-2,-10,0
COc1ccc(OCC(O)CN2C(=O)c3ccccc3S2(=O)=O)cc1 (stereo unspecified),-1,-9,-12
COc1ccc(-c2nn3c(COc4ccccc4)nnc3s2)cc1OC,4,-9,-2
O=C(NCCCCNC(=O)c1c(F)c(F)c(F)c(F)c1F)c1c(F)c(F)c(F)c(F)c1F,0,4,-5
Cc1coc2c(C)c3oc(=O)cc(-c4ccccc4)c3cc12,-5,1,-20
CC1CCC2(CC1)NC(=O)N(CC(=O)NC(=O)NC1CCCC1)C2=O (stereo unspecified),0,-3,-8
COc1ccc(CCNc2cc(-c3ccccc3)nc3ncnn23)cc1,7,-3,3
CC(=O)N1c2ccccc2NC(=O)C1(C)C,6,-1,-8
Cc1ccc(C(=O)O)cc1N1C(=O)c2cccc3cc(Br)cc(c23)C1=O,2,5,5
COc1ccc(C(=O)NCC(=O)N2CCC(C)CC2)cc1OC,2,-4,-9
Cc1ccc(SC(C)C(=O)Nc2cccc(N(C)S(C)(=O)=O)c2)cc1 (stereo unspecified),5,5,-4
N#Cc1ccccc1Sc1ccccc1C(=O)N1CCOCC1,-1,-9,-5
CCOC(=O)N=S(=O)(Oc1ccc([N+](=O)[O-])cc1)c1ccccc1 (stereo unspecified),-2,4,3
CN(CC(=O)Nc1ccncc1)S(=O)(=O)c1ccc(Cl)cc1,1,3,-12
CCOC(=O)c1cnc(SCC(=O)c2ccccc2)nc1N,16,-9,-5
O=C(c1cccnc1)N1CCc2ccccc2C1,-6,-3,-5
CCOc1ccc(-c2c(=O)n(OCc3ccccn3)c3ccccc3[n+]2[O-])cc1,19,10,-19
O=C1NC2(C=Cc3c(ccc4ccccc34)O2)Oc2ccccc21 (stereo unspecified),4,-2,-5
Nc1ccc(CCc2nc3ccccc3o2)cc1,-5,3,6
CCOc1ccc2[nH]c(=O)c(=O)[nH]c2c1,-8,-9,8
CCOC(=O)c1nnn(CC(=O)Nc2cc(F)ccc2F)c1C(=O)OCC,6,-6,-1
COc1ccccc1NC(=O)C1CCCN1S(=O)(=O)c1cccc2nsnc12 (stereo unspecified),2,-2,0
OCc1cn(-c2ccccc2)nc1-c1cccnc1,8,5,1
CCOc1cc(N2CCOCC2)c(OCC)cc1NC(=O)c1nc2nc(C)cc(C)n2n1,-3,10,-8
Cc1ccccc1N(C)S(=O)(=O)c1ccc2[nH]cc(C(=O)NCC3CCCO3)c(=O)c2c1 (stereo unspecified),1,6,5
O=C(Nc1ccccc1N1CCCCC1)c1cccc(F)c1,4,0,-9
Cc1[nH]n(-c2ccccc2)c(=O)c1/C=N/NC(=O)c1cccc([N+](=O)[O-])c1,3,-12,31*
CC(=O)NCCc1nc2cc(NC(=O)c3cccc([N+](=O)[O-])c3)ccc2n1C,-11,-12,-31
COc1ccc(C(=O)/C(=C\c2ccco2)N2C=CC=CC2=C(C#N)C#N)cc1,2,-1,-35
CCOC(=O)c1c(NC(=O)COC(=O)c2c(C)noc2C)sc2c1CCC2,-4,1,1
O=C1OCCN1C(=O)[C@H]1[C@H](c2ccc(Cl)cc2)C(c2cccc(Cl)c2)=NN1c1ccccc1,6,6,-21
CSc1nc2c(c(-c3ccc(O)cc3)c1C#N)CCC2,-3,-9,-9
COCCn1c(Sc2ccc(C)cc2)nc2c1c(=O)[nH]c(=O)n2C,2,-22,-8
COc1cc(C(=O)OCC(=O)N(C)Cc2ccccc2)cc(OC)c1OC,-5,-6,-6
Cc1ccc(C(=O)COC(=O)C2CCC2)cc1,-7,-1,2
CC(C)C(=O)N1CCN(c2c(Cl)cccc2[N+](=O)[O-])CC1,5,-2,-4
O=S(=O)(c1ccccc1)c1cccc(S(=O)(=O)N2CCCCC2)c1,10,13,-2
CCOC(=O)c1sc2ncnc(N3CCN(C(=O)OCC)CC3)c2c1C,16,-3,-3
CCOC(=O)c1sc(NC(=O)c2ccc(S(=O)(=O)N(C)C)cc2)nc1C,0,0,-3
COc1cc2c(C#N)c(N3CCN(c4ccccc4OC)CC3)nc(N)c2c(N)n1,-45,-3,-2
CN1CCN(c2nc(Nc3cccc(C(F)(F)F)c3)nc(N3CCOCC3)n2)CC1,-6,10,3
Cc1ccc(NC(=O)C(C)Sc2nnc(-c3cccnc3)o2)cc1 (stereo unspecified),7,-12,1
Cn1c(CSCc2ccc(F)cc2)nnc1SCC(=O)Nc1nccs1,12,0,4
C/C(=N/NC(=O)c1ccc(C)s1)c1cccc(NC(=O)COc2ccc(Cl)cc2C)c1,12,0,-1
Cc1ccc(S(=O)(=O)N2CC(=NO)C2)cc1,8,0,4
Cc1cc(=O)n2c(-c3ccccc3C)n[nH]c2n1,12,0,-5
CCOc1ccc(-n2c(N)c(C(=O)NCc3cccnc3)sc2=S)cc1,5,1,1
c1cc(CNCCCN2CCOCC2)ccn1,-9,-5,-3
Cc1ccc(C(=O)C(C)Oc2cccc(NC(=O)c3ccco3)c2)cc1 (stereo unspecified),2,-4,-2
O=C(Nc1ccc2oc(-c3ccc(Cl)c(Cl)c3)nc2c1)c1ncn[nH]1,52*,3,-1
CCN(C(=O)c1ccc(C(C)(C)C)cc1)c1nnc(Cn2nnc3ccccc32)s1,-25,9,0
CCOC(=O)c1ccc(NC(=O)Cn2cnc(S(=O)(=O)N3CCCC3)c2)cc1,1,2,-5
Cc1csc(NC(=O)CSc2nnc(-c3ccccc3)o2)n1,-1,-1,-14
Cc1nc2ncnn2c(C)c1CCC(=O)N1CCN(Cc2ccccc2)CC1,-3,14,-3
Cc1ccc(S(=O)(=O)N2CCCC2C(=O)OCC(=O)Nc2ccc3c(c2)OCO3)cc1 (stereo unspecified),-9,1,3
COc1ccccc1NC(=O)CCN1CCCCCC1,3,-6,8

# (cont.)
SMILES,esBAF inh,RAD54 inh,ARNT TACC3 PPI
CC1CC(=O)c2cnc(Nc3cccc(C(F)(F)F)c3)nc2C1 (stereo unspecified),27,-1,22
O=C1CCCC2=C1C(c1ccc3c(c1)OCO3)c1c([nH]n(-c3ccccc3)c1=O)N2 (stereo unspecified),0,2,2
Fc1cc2nc(-c3ccncc3)[nH]c2cc1F,12,1,5
Cn1c(CNC(=O)Nc2ccccc2)nnc1SCc1ccccc1,20,11,-12
COC(=O)c1ccc(OC)c(CSc2nnc(COc3cccc(C)c3)o2)c1,-5,-3,-6
COC(=O)c1ccc(-n2nnnc2SCC(=O)NCc2cccc(C(=O)O)c2)cc1,6,-6,-2
CCc1cc(=O)oc2cc(C)c3c(C)coc3c12,10,-9,-4
CCOC(=O)NC1C=CS(=O)(=O)C1 (stereo unspecified),-8,-2,2
O=C(c1ccc2snnc2c1)N1CCN(c2ccccn2)CC1,-1,-5,-8
CC(C)c1ccc(N2C(=O)[C@@H]3Cc4ccccc4CN3C2=O)cc1,12,-3,-3
C/C(=N/NS(C)(=O)=O)c1ccc2ccccc2c1,17,11,-8
O=C(NCCCN1CCOCC1)c1ccc(Cl)c(S(=O)(=O)N2CCCCCC2)c1,-2,1,-25
CC(=O)Nc1nonc1NC(=O)c1ccc(C(C)(C)C)cc1,32,-9,-5
CC[C@H](C)[C@H]1O[C@]2(CC[C@@H]1C)C[C@@H]1C[C@@H](CC=C(C)[C@@H](O[C@H]3C[C@H](OC)[C@@H](O[C@H]4C[C@H](OC)[C@@H](O)[C@H](C)O4)[C@H](C)O3)[C@@H](C)C=CC=C3CO[C@@H]4[C@H](O)C(C)=C[C@@H](C(=O)O1)[C@]34O)O2,10,9,1
CCOc1ccc2nc3sc(C(=O)N4CCN(C)CC4)c(N)c3cc2c1,31,11,9
CCN(C(=O)Cn1c(=O)oc2ccccc21)c1cccc(C(F)(F)F)c1,-11,2,-2
Clc1ccc(Cc2ccccc2)nn1,-7,-6,-30
Nc1nc(Nc2ccccc2)nc2ccccc12,4,-1,3
Cc1cc(C)nc(N2CCCC(C(=O)NCC(c3ccccc3)c3ccccc3)C2)n1 (stereo unspecified),7,6,-11
C=CCn1c(C)c(C(C)=O)c(N2CCOCC2)nc1=S,-8,12,1
Cc1nc(N2CCCCC2)c2ccsc2n1,-3,-5,-5
O=C(CSc1nnc(SCC(=O)NCc2ccc3c(c2)OCO3)s1)NCc1ccc2c(c1)OCO2,5,2,1
Cc1nc2nc(C)n(-c3ccccc3)c2s1,8,-3,-5
COc1cccc(OC)c1C(=O)Nc1ccc2c3c(cccc13)CC2,4,-3,3
CC(C)CCNC(=O)CCCOc1ccccc1,-7,-16,-4
COc1cccc(NS(=O)(=O)CC23CCC(CC2=O)C3(C)C)c1 (stereo unspecified),0,-4,20
CCSc1nnc([C@H](Cc2ccccc2)NC(=O)OC(C)(C)C)o1,5,-8,-6
COc1ccccc1N1CCN(C(c2ccc(C)cc2)c2nnnn2C(C)C)CC1 (stereo unspecified),-4,-19,6
Cc1c(-c2nnnn2-c2ccc(F)cc2)cnc2cc3c(cc12)OCO3,0,-11,-2
Cc1cc(C)n(-c2nc3ccccc3c(=O)n2OC2CCCCC2)n1,1,2,-9
COc1ccc(C)cc1NC(=O)CN1CCN(S(=O)(=O)c2ccc(C(C)C)cc2)CC1,-7,3,0
Cc1cc(Nc2c(C)n(C)n(-c3ccccc3)c2=O)n2c(nc3ccccc32)c1C#N,-1,-5,9
O=C(O)c1ccc(CNCc2cccc(Cl)c2Cl)cc1,-3,4,-15
Nn1c(SCC(=O)NC(=O)NC2CCCC2)nnc1-c1ccccc1F,4,-3,-11
C=CCn1c(SCC(=O)c2ccc(Cl)s2)nc2ccccc2c1=O,1,-2,-18
CC1(C)CC2CC(C)(CN2C(=O)COC(=O)c2ccc(Cl)cc2N)C1 (stereo unspecified),10,-1,-7
CCc1cc2c(NCc3ccco3)ncnc2s1,-17,14,26
Nc1c(-c2ccc(F)cc2)cnc2ncnn12,0,6,-11
N#Cc1c(N)nc(SCC(=O)NCCc2ccccc2)c(C#N)c1-c1cccs1,-3,-8,-2
COC(=O)CCC(=O)OC1(C)C(=O)C=C2C=C(c3ccsc3)OC=C2C1=O (stereo unspecified),-8,-4,8
CCOC(=O)c1nnn(-c2nonc2N)c1CNC(C)C,-3,1,-1
CC(C)CC(N=C1NC(C)(C)Cc2ccccc21)C(=O)O (stereo unspecified),0,4,-7
COC(=O)c1c(N(S(C)(=O)=O)S(C)(=O)=O)sc2c1CCN(c1ncc(C(F)(F)F)cc1Cl)C2,-6,-1,27
O=C(Oc1cccc2cccnc12)c1ccc(Br)o1,7,7,7
CC(C)C1C(C#N)=C(N)Oc2n[nH]c(C(C)(C)C)c21 (stereo unspecified),-4,-10,-2
CCc1ccc(OCC(=O)NNC(=O)c2ccc(NC(=O)C3CC3)cc2)cc1,-5,8,2
COc1ccc(/C(=N\O)c2ncc(C(F)(F)F)cc2Cl)cc1,-8,5,0
CC1=CC(C)(C)N(C(=O)CSc2nnc(N)s2)c2c(C)cc(C)cc21,-3,-6,-1
O=C(Nc1ccccc1N1CCN(C(=O)c2ccc(Cl)cc2)CC1)c1cc(Br)ccc1Cl,18,-2,1
COc1cccc(Cn2c(NCC(C)C)nc3c2c(=O)n(C)c(=O)n3C)c1,1,-20,7
CC1CCCC(C)N1C(=O)CSc1nnc(CSc2ncccn2)n1C (stereo unspecified),3,2,-4
CC1CCCC(C)N1/N=C/c1ccc(Cl)cc1 (stereo unspecified),-4,4,-12
S=c1[nH]nc(-c2ccc(Br)cc2)n1Cc1ccco1,13,8,5
CCOc1ccccc1Oc1ccc(C(F)(F)F)cn1,-3,-2,-5
COCCNC(=O)CN(c1ccc(OC)c(OC)c1)S(=O)(=O)c1ccc(C)cc1,-3,0,8
CN1CC(c2ccc(Cl)c(Cl)c2)[C@@]2(COc3ccccc3C2=O)[C@@]12C(=O)Nc1ccccc12 (stereo partly specified),-3,9,6

# Given tab-delimited: seven of the compounds above.
structure	esBAF inh	RAD54 inh	ARNT TACC3 PPI
O=C(Nc1ccccc1N1CCN(C(=O)c2ccc(Cl)cc2)CC1)c1cc(Br)ccc1Cl	18	-2	1
COc1cccc(Cn2c(NCC(C)C)nc3c2c(=O)n(C)c(=O)n3C)c1	1	-20	7
CC1CCCC(C)N1C(=O)CSc1nnc(CSc2ncccn2)n1C (stereo unspecified)	3	2	-4
CC1CCCC(C)N1/N=C/c1ccc(Cl)cc1 (stereo unspecified)	-4	4	-12
S=c1[nH]nc(-c2ccc(Br)cc2)n1Cc1ccco1	13	8	5
CCOc1ccccc1Oc1ccc(C(F)(F)F)cn1	-3	-2	-5
COCCNC(=O)CN(c1ccc(OC)c(OC)c1)S(=O)(=O)c1ccc(C)cc1	-3	0	8
